Mtb BioA inh – M. tuberculosis BioA enzyme inhibitors, primary screen, biochemical, plate reader, single point, HTS; inhibition, % at 9.99 µM; 7,8-diaminopelargonic acid synthase BioA (Mycobacterium tuberculosis); 360,000 tested, 0.096% active; AID 602481, 2012; purified M. tuberculosis BioA enzyme; in the data active = inhibition above about 40%
TcdB inh – TcdB glycohydrolase inhibitors, primary screen, biochemical, single point, plate reader; Toxin B (Clostridioides difficile), P18177; TcdB glycohydrolase enzymatic assay; inhibition, % at 9.99 µM; 350,000 tested, 0.24% active; in the data active = inhibition above about 10%
Target sequence (P18177 whole entry, looked up): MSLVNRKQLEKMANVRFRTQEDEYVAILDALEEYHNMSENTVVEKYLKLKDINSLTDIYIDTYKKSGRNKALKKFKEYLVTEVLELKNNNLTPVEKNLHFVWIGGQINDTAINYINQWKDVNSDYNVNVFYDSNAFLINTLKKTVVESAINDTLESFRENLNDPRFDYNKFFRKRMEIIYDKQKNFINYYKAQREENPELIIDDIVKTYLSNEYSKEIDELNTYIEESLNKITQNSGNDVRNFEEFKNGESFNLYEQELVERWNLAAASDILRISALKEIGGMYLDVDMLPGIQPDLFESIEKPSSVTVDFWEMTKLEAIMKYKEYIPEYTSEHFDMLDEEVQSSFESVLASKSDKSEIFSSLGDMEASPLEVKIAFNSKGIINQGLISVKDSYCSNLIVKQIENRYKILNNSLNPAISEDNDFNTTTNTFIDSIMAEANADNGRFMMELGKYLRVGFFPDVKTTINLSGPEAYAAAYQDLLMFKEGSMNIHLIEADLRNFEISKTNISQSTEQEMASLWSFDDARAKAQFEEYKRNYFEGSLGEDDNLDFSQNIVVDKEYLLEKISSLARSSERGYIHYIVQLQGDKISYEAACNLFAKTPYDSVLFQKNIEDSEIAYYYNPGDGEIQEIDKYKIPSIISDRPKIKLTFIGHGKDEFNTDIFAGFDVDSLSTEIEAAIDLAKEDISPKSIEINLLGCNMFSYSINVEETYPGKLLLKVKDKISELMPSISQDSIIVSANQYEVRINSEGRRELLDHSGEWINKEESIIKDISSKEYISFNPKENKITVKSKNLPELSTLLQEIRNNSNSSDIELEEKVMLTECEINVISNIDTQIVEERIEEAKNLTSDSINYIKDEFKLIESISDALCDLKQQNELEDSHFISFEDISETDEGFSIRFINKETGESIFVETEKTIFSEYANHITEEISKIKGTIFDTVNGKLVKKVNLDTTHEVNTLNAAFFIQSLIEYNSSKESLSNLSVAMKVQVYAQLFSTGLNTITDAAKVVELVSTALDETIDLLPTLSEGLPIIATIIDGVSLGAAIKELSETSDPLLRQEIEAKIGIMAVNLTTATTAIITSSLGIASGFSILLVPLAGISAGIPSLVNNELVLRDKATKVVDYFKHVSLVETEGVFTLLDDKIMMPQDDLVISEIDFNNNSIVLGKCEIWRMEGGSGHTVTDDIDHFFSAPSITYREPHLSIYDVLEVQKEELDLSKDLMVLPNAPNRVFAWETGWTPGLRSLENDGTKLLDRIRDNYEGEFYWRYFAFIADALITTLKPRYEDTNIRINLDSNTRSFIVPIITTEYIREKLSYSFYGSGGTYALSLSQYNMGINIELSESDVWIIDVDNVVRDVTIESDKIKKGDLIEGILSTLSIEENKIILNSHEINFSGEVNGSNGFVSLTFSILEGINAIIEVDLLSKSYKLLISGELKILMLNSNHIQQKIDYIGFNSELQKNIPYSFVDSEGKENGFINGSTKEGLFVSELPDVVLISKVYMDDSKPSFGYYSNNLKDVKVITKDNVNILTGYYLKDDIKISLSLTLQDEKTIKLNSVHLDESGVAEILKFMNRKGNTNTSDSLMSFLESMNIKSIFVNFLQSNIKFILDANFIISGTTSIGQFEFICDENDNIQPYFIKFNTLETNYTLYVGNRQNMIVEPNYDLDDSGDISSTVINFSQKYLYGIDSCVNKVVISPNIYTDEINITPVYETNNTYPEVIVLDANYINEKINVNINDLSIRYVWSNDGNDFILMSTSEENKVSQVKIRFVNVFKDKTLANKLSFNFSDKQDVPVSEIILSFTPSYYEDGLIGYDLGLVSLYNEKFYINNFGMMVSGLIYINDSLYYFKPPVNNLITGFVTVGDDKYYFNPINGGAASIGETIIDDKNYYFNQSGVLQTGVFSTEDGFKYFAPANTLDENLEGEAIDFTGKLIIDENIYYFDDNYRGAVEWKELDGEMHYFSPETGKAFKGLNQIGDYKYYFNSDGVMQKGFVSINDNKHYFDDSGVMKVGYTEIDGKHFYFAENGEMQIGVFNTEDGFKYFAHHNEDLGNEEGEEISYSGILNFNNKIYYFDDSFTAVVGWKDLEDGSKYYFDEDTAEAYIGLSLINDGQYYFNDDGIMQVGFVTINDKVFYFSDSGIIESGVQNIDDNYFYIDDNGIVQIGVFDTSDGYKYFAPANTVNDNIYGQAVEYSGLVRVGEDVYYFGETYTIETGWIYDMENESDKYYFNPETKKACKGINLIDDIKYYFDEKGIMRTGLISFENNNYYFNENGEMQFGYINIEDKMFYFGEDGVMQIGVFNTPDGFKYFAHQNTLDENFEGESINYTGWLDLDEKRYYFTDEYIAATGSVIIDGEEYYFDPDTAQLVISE
* = called active by the depositor. Only part of the results is shown; count on the stated rates, not on these rows.

SMILES	Mtb BioA inh	TcdB inh
C[C@@H]1CN([C@H](C)CO)C(=O)c2cc(C#CCN(C)C)cnc2O[C@@H]1CN(C)C(=O)Nc1cccc(F)c1	-2.6	0.5
C[C@@H]1CN([C@@H](C)CO)C(=O)c2cc(NS(=O)(=O)c3cccs3)ccc2O[C@@H]1CN(C)Cc1ccc(Cl)c(Cl)c1	-1.6	0.1
CC=Cc1ccc2n(c1=O)C[C@@H]1[C@@H](CO)[C@H](C(=O)NCCc3cn(C)cn3)N(C(=O)C3CCC3)[C@H]21 (mixture of isomers)	-1.6	0.9
C[C@@H]1CN([C@H](C)CO)C(=O)c2cccc(NC(=O)Nc3cccc4ccccc34)c2O[C@@H]1CN(C)CC1CCCCC1	-0.6	1.1
C[C@H](CO)N1C[C@H](C)[C@H](CN(C)Cc2ccncc2)Oc2ccc(NC(=O)CCCCCC(=O)Nc3ccccc3N)cc2C1=O	-1.2	-0.9
O=C(C[C@@H]1C[C@H]2c3cc(NC(=O)c4cccnc4)ccc3O[C@H]2[C@H](CO)O1)NCc1cc(F)ccc1F	39	-1.0
CCC(=O)N1[C@H](CO)[C@@H]2c3ccccc3N(C(=O)c3ccc4c(c3)OCO4)C[C@@H]21	-2.8	-0.1
C[C@H](CO)N1C[C@H](C)[C@@H](CN(C)CC2CCCCC2)Oc2ccc(NC(=O)CCCN(C)C)cc2C1=O	1.0	0.8
O=C(N[C@H]1CC[C@H](CCNS(=O)(=O)c2cccc(Cl)c2)O[C@@H]1CO)c1ccccc1	5.8	1.1
C[C@H](CO)N1C[C@H](C)[C@H](CN(C)S(C)(=O)=O)Oc2c(NC(=O)C3CC3)cccc2C1=O	-2.1	1.3
O=C(C[C@@H]1C[C@H]2c3cc(NC(=O)NC4CCCC4)ccc3O[C@H]2[C@H](CO)O1)NCCN1CCCCC1	0.8	0.0
C[C@@H]1CN([C@H](C)CO)S(=O)(=O)c2ccc(C#CC3(O)CCCC3)cc2O[C@H]1CN(C)C(=O)Cc1cccnc1	0.4	0.5
O=C(Cc1cccnc1)N[C@@H]1CC[C@@H](CCn2cc(-c3ccccc3F)nn2)O[C@H]1CO	35	-5.9
O=C(C[C@H]1C[C@H]2c3cc(NC(=O)C4CCOCC4)ccc3O[C@H]2[C@@H](CO)O1)NCc1ccccc1	0.0	-1.3
C/C=C/c1ccc([C@H]2[C@H](CO)N[C@@H]2CN(CC)C(=O)c2cccnc2)cc1	4.3	2.0
C[C@H](CO)N1C[C@H](C)[C@H](CN(C)C(=O)Nc2ccc3c(c2)OCO3)Oc2ncc(C#CC(C)(C)O)cc2C1=O	4.5	-2.3
COc1ccc(S(=O)(=O)Nc2ccc3c(c2)C(=O)N([C@H](C)CO)C[C@@H](C)[C@@H](CN(C)C(=O)C2CCCCC2)OCCCC[C@@H](C)O3)cc1	-0.9	0.8
O=C(C[C@H]1C[C@@H]2c3cc(NC(=O)Nc4ccc(F)cc4)ccc3O[C@@H]2[C@H](CO)O1)NC1CCCC1	-0.3	-1.4
CNC[C@@H]1Oc2c(NS(=O)(=O)c3ccc(C)cc3)cccc2C(=O)N([C@@H](C)CO)C[C@@H]1C	-3.0	-1.1
C[C@H]1CN([C@@H](C)CO)C(=O)Cc2cc(NC(=O)c3ccncc3)ccc2O[C@H]1CN(C)S(=O)(=O)c1ccc(F)cc1	-0.4	-0.1

Arranged by number of heavy atoms (smallest number first): some entries from above.
SMILES	Mtb BioA inh	TcdB inh
C/C=C/c1ccc([C@H]2[C@H](CO)N[C@@H]2CN(CC)C(=O)c2cccnc2)cc1	4.3	2.0
CCC(=O)N1[C@H](CO)[C@@H]2c3ccccc3N(C(=O)c3ccc4c(c3)OCO4)C[C@@H]21	-2.8	-0.1
O=C(N[C@H]1CC[C@H](CCNS(=O)(=O)c2cccc(Cl)c2)O[C@@H]1CO)c1ccccc1	5.8	1.1
C[C@H](CO)N1C[C@H](C)[C@H](CN(C)S(C)(=O)=O)Oc2c(NC(=O)C3CC3)cccc2C1=O	-2.1	1.3
O=C(Cc1cccnc1)N[C@@H]1CC[C@@H](CCn2cc(-c3ccccc3F)nn2)O[C@H]1CO	35	-5.9
O=C(C[C@H]1C[C@@H]2c3cc(NC(=O)Nc4ccc(F)cc4)ccc3O[C@@H]2[C@H](CO)O1)NC1CCCC1	-0.3	-1.4
O=C(C[C@@H]1C[C@H]2c3cc(NC(=O)NC4CCCC4)ccc3O[C@H]2[C@H](CO)O1)NCCN1CCCCC1	0.8	0.0
O=C(C[C@@H]1C[C@H]2c3cc(NC(=O)c4cccnc4)ccc3O[C@H]2[C@H](CO)O1)NCc1cc(F)ccc1F	39	-1.0
C[C@@H]1CN([C@H](C)CO)S(=O)(=O)c2ccc(C#CC3(O)CCCC3)cc2O[C@H]1CN(C)C(=O)Cc1cccnc1	0.4	0.5
C[C@H]1CN([C@@H](C)CO)C(=O)Cc2cc(NC(=O)c3ccncc3)ccc2O[C@H]1CN(C)S(=O)(=O)c1ccc(F)cc1	-0.4	-0.1
C[C@H](CO)N1C[C@H](C)[C@H](CN(C)Cc2ccncc2)Oc2ccc(NC(=O)CCCCCC(=O)Nc3ccccc3N)cc2C1=O	-1.2	-0.9
COc1ccc(S(=O)(=O)Nc2ccc3c(c2)C(=O)N([C@H](C)CO)C[C@@H](C)[C@@H](CN(C)C(=O)C2CCCCC2)OCCCC[C@@H](C)O3)cc1	-0.9	0.8

Later entries
SMILES	Mtb BioA inh	TcdB inh
O=C(C[C@@H]1C=C[C@@H](NC(=O)C2CC2)[C@@H](CO)O1)Nc1ccccc1	0.5	0.0
CNC(=O)C[C@H]1CC[C@H]2[C@@H](COc3ccc(NC(=O)c4ccc(C#N)cc4)cc3C(=O)N2C)O1	-0.5	-1.9
O=C([C@H]1[C@H](CO)[C@H]2Cn3c(cccc3=O)[C@H]2N1Cc1ccccc1Cl)N1CCOCC1	-1.5	-0.7
C[C@H](CO)N1C[C@H](C)[C@H](CN(C)C(=O)Nc2ccc3c(c2)OCO3)Oc2c(NC(=O)c3ccc(-c4nccs4)cc3)cccc2C1=O	-1.9	-0.9
C[C@H](CO)N1C[C@H](C)[C@H](CN(C)C(=O)c2ccc3c(c2)OCO3)Oc2cc(-c3cccnc3)ccc2S1(=O)=O	6.9	0.9
C[C@H](CO)N1C[C@H](C)[C@@H](CN(C)S(=O)(=O)c2cccs2)Oc2ccc(NC(=O)c3ccncc3)cc2CC1=O	2.3	-1.5
C[C@@H]1CN([C@@H](C)CO)C(=O)c2cc(-c3cncnc3)cnc2O[C@@H]1CN(C)CC1CCOCC1	0.2	-1.2
Cc1noc(C)c1NC(=O)N(C)C[C@H]1Oc2ccc(NC(=O)Nc3cccc4ccccc34)cc2CC(=O)N([C@@H](C)CO)C[C@@H]1C	0.4	-1.2
COc1cccc(S(=O)(=O)N[C@H]2CC[C@@H](CCn3cc(-c4ccccn4)nn3)O[C@@H]2CO)c1	-0.8	0.6
COc1ccc(CN(C)C[C@@H]2OCCCC[C@H](C)Oc3ccc(NC(=O)C4CCCCC4)cc3C(=O)N([C@H](C)CO)C[C@@H]2C)cc1	0.9	-0.7
COCC#Cc1cnc2c(c1)C(=O)N([C@@H](C)CO)C[C@H](C)[C@H](CN(C)C(=O)C1CC1)O2	0.2	-1.2
C[C@@H]1CN([C@H](C)CO)C(=O)c2cc(NC(=O)Nc3ccc(C(F)(F)F)cc3)ccc2O[C@@H]1CN(C)Cc1ccncc1	2.9	0.7
CC(C)NC(=O)Nc1ccc2c(c1)C(=O)N([C@@H](C)CO)C[C@H](C)[C@@H](CN(C)C(=O)CCC(F)(F)F)OCCCC[C@H](C)O2	2.7	2.4
CC(C)NC(=O)Nc1cccc2c1O[C@H](CN(C)S(=O)(=O)c1ccccc1)[C@@H](C)CN([C@@H](C)CO)C2=O	2.0	0.2
COc1ccc(C#Cc2ccc([C@H]3[C@@H](CO)N4CCCCN(C(=O)Cc5ccncc5)C[C@H]34)cc2)cc1	-1.0	0.0
C[C@@H]1CN([C@@H](C)CO)C(=O)c2cc(NC(=O)Nc3ccc(F)cc3)ccc2O[C@@H]1CN(C)Cc1ccc(Cl)c(Cl)c1	-1.3	0.5
C[C@@H]1CN([C@H](C)CO)C(=O)c2cc(NC(=O)Cn3cnnn3)ccc2O[C@@H]1CN(C)Cc1ccncc1	4.1	-0.4
COC(=O)[C@@H]1[C@@H](CO)[C@@H]2Cn3c(ccc(-c4cccc(OC)c4)c3=O)[C@H]1N2C(=O)c1cnccn1	1.2	1.1
CCNC(=O)[C@@H]1[C@@H](CO)[C@@H]2Cn3c(ccc(-c4ccccc4)c3=O)[C@H]1N2C(=O)c1ccccn1	0.6	0.9
COc1ccc(C#Cc2ccc3c(c2)O[C@H](CN(C)S(=O)(=O)c2ccccc2F)[C@H](C)CN([C@@H](C)CO)S3(=O)=O)cc1	-0.3	0.0

Whole records as entered above. Order of values: Mtb BioA inh, TcdB inh
COC(=O)[C@@H]1[C@@H](CO)[C@@H]2Cn3c(ccc(-c4cccc(OC)c4)c3=O)[C@H]1N2C(=O)c1cnccn1 is listed as 1.2, 1.1
COc1ccc(C#Cc2ccc3c(c2)O[C@H](CN(C)S(=O)(=O)c2ccccc2F)[C@H](C)CN([C@@H](C)CO)S3(=O)=O)cc1 is listed as -0.3, 0.0

Going on with the list.
SMILES	Mtb BioA inh	TcdB inh
O=C(O)[C@H]1[C@H](CO)[C@H]2Cn3c(ccc(-c4ccncc4)c3=O)[C@@H]1N2C(=O)C1CCCCC1	-1.0	-2.8
CC(=O)N1[C@H](CO)[C@H](c2ccccc2)[C@H]1CNC(=O)CN1CCOCC1	-2.4	0.0
CN1C[C@H]2[C@@H](c3ccccc31)[C@H](CO)N2Cc1ccccc1F	-4.4	-18
C[C@@H]1CN([C@@H](C)CO)C(=O)c2cc(NC(=O)C3CCCCC3)ccc2O[C@@H](C)CCCCO[C@@H]1CN(C)S(=O)(=O)c1cccs1	-1.5	-0.6
CCCNC(=O)C[C@H]1CC[C@H]2[C@H](COc3ccc(NC(=O)c4cccc(F)c4)cc3C(=O)N2C)O1	2.1	-0.4
O=C(C[C@H]1CC[C@H]2[C@@H](COC[C@@H](O)CN2Cc2ccncc2)O1)NCc1ccncc1	-0.9	0.3
Cc1noc(C)c1NC(=O)Nc1cccc2c1O[C@H](CN(C)Cc1ccc(-c3ccccc3)cc1)[C@H](C)CN([C@@H](C)CO)C2=O	0.4	0.6
COc1ccc(CN(C)C[C@@H]2OCCCC[C@H](C)Oc3ccc(NS(=O)(=O)c4ccccc4)cc3C(=O)N([C@@H](C)CO)C[C@@H]2C)cc1	-0.2	0.0
CC(=O)N1[C@@H]2c3ccc(-c4ccncc4)c(=O)n3C[C@@H]2[C@@H](CO)[C@@H]1C(=O)NCc1ccccc1Cl	3.2	1.0
Cc1noc(C)c1S(=O)(=O)Nc1cccc2c1O[C@@H](CN(C)Cc1ccc(C(=O)O)cc1)[C@@H](C)CN([C@@H](C)CO)C2=O	0.3	-0.6
CN(C)C(=O)C[C@@H]1CC[C@@H](NC(=O)c2ccc(F)cc2)[C@@H](CO)O1	0.3	-1.7
CO[C@@H]1CN(C)C(=O)c2cc(NS(=O)(=O)c3cccc(F)c3)ccc2OC[C@H](C)N(C(=O)Cc2cccnc2)C[C@H]1C	-1.2	-0.5
CCCC(=O)Nc1ccc2c(c1)C(=O)N(C)C[C@@H](OC)[C@H](C)CN(C(C)=O)[C@@H](C)CO2	-4.3	-1.0
O=C(N[C@@H]1CC[C@H](CCNC(=O)C2CCOCC2)O[C@@H]1CO)c1ccncc1	0.5	-1.1
C[C@H]1CN([C@@H](C)CO)C(=O)Cc2cc(NC(=O)Cc3ccccc3)ccc2O[C@@H]1CN(C)S(=O)(=O)c1ccc(F)cc1	0.1	1.0
C[C@H]1CN([C@@H](C)CO)C(=O)c2cccc(NS(=O)(=O)c3ccc(Cl)cc3)c2O[C@H]1CN(C)CC1CCCCC1	-1.3	0.3
O=C(c1cccnc1)N1C[C@@H]2[C@H](c3ccccc31)[C@@H](CO)N2C(=O)C1CC1	-2.3	-0.5
C[C@@H]1CN([C@H](C)CO)C(=O)c2cc(N(C)C)ccc2O[C@H]1CN(C)S(=O)(=O)c1ccc(F)cc1	1.4	-0.8
CN(C)C(=O)C[C@H]1CC[C@@H](NC(=O)c2ccc(F)cc2)[C@H](CO)O1	0.4	-0.8
O=C(C[C@@H]1CC[C@@H](NC(=O)NC2CCCCC2)[C@H](CO)O1)NCc1ccc(F)cc1	0.6	-0.4
C[C@@H]1CN([C@H](C)CO)C(=O)c2cccc(NC(=O)Nc3ccc(C(F)(F)F)cc3)c2O[C@@H]1CN(C)C(=O)Nc1cccc2ccccc12	-4.1	-1.9
O=C(Nc1ccc(F)cc1)N[C@@H]1CC[C@H](CCNS(=O)(=O)c2ccccc2F)O[C@@H]1CO	4.9	0.0
CNC[C@H]1Oc2c(NC(=O)C3CCOCC3)cccc2C(=O)N([C@@H](C)CO)C[C@H]1C	-2.5	0.9
CCCC(=O)Nc1ccc2c(c1)C(=O)N(C)C[C@H](OC)[C@@H](C)CN(Cc1ccccc1)[C@H](C)CO2	2.5	-1.2
C[C@@H]1CN([C@H](C)CO)C(=O)c2cccc(NC(=O)Nc3ccccc3)c2O[C@H]1CN(C)S(=O)(=O)c1cn(C)cn1	-1.7	-0.1
C[C@@H]1CN([C@@H](C)CO)C(=O)c2cc(NS(=O)(=O)c3cn(C)cn3)ccc2O[C@@H](C)CCCCO[C@H]1CN(C)Cc1ccc(C(F)(F)F)cc1	-1.0	0.8
C[C@H](NC(=O)C[C@@H]1C[C@H]2c3cc(NC(=O)CC4CC4)ccc3O[C@H]2[C@@H](CO)O1)c1ccccc1	-1.6	0.0
O=C(C[C@H]1CC[C@@H](NC(=O)c2ccccc2)[C@@H](CO)O1)NCc1ccncn1	0.5	-0.8

Screens (PubChem BioAssay)
